High-throughput results: PubChem BioAssay, Center for Chemical Genomics, University of Michigan
Dicer processing: inhibitors of Dicer pre-microRNA processing, primary screen, biochemical, cat-ELCCA, chemiluminescence. Endoribonuclease Dicer (Homo sapiens), Q9UPY3. cat-ELCCA pre-miR-21 Dicer processing; hits give high values. z-score at 25 µM. actives 6% (n = 47,000); in the data active = z-score above about 3, passing the limit was not always enough;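 also: plate controls were vehicle for no effect and no enzyme for full effect; higher signal means more uncleaved substrate so more Dicer inhibition; strong numbers were not always called active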
Starred values were filed as active, the others as inactive. An excerpt (hit frequency here may not be typical).

SMILES | Dicer processing
CCc1ccc(CC)c(S(=O)(=O)Nc2ccc3oc(=O)sc3c2)c1 | 7.8*
CCOc1cc(C2Nc3ccc(C(=O)c4ccccc4)cc3NC3=C2C(=O)CCC3)ccc1O (stereo not given) | -1.3
CCCCc1n(CC(=O)c2ccccc2)c2ccccc2[n+]1C | 0.12
COC(=O)c1ccc(S(=O)(=O)NCc2ccc(N3CCN(C)CC3)cc2)o1 | -0.09
CSc1cccc(NC(=S)Nc2c(C(C)C)cccc2C(C)C)c1 | 1.9
CSc1ccc(C2C3=C(CCCC3=O)Nc3ccccc3N2C(C)=O)cc1 (stereo not given) | -0.32
COc1ccc(N2C(=O)CC(N3CCN(c4ccc(F)cc4)CC3)C2=O)cc1 (stereo not given) | 0.06
C/C(=N\O)C(=O)c1ccc(-c2ccccc2F)cc1 | 0.4
Cc1cc(C)c(NC(=S)NCCCN2CCOCC2)c(C)c1 | 1.1
CN1N=C2c3ccccc3CCCC2C1c1ccc(F)cc1 (stereo not given) | -0.1
Cc1cc(C)n(C(C)C(=O)Nc2ccc(Br)cc2)c(=O)n1 (stereo not given) | 1.6
O=C(O)c1ccccc1-c1ccccc1C(=O)Nc1c[nH]c(=O)[nH]c1=O | -2.1
Cc1ccc(NC(=S)/N=C(\N)COc2ccccc2)cc1 | -0.05
CCS(=O)(=O)N1CCN(Cc2cc(Br)ccc2O)CC1 | 4.9*
Cc1nnc2n1NC(c1ccc(F)cc1)C(C(=O)Nc1ccc(Br)cc1F)S2 (stereo not given) | 1.5
NC(=O)c1c(NC(=O)c2sc3cc(Cl)ccc3c2Cl)sc2c1CCC2 | 0.57
COc1ccc(-c2nc(C#N)c(NC3CCCCC3)o2)cc1 | -1.1
Cc1cc(C2CCCCC2)n(O)c(=O)c1 | 0.87
O=C(NCCc1ccccc1)c1cc2cccc([N+](=O)[O-])c2[nH]1 | 0.35
CC(=O)OC[C@H]1O[C@@H](N2CCOCC2)[C@H](OC(C)=O)[C@@H](OC(C)=O)[C@@H]1OC(C)=O | -0.5

Taken from above.
For Dicer processing, `CSc1cccc(NC(=S)Nc2c(C(C)C)cccc2C(C)C)c1` shows 1.9
For Dicer processing, `Cc1cc(C)c(NC(=S)NCCCN2CCOCC2)c(C)c1` shows 1.1
For Dicer processing, `CCOc1cc(C2Nc3ccc(C(=O)c4ccccc4)cc3NC3=C2C(=O)CCC3)ccc1O` (stereo not given) shows -1.3
For Dicer processing, `Cc1cc(C2CCCCC2)n(O)c(=O)c1` shows 0.87
For Dicer processing, `CCCCc1n(CC(=O)c2ccccc2)c2ccccc2[n+]1C` shows 0.12

More records follow.
SMILES | Dicer processing
COc1ccc(-c2nc(-c3ccc(C)cc3)no2)cc1 | -5.2
CCOc1nc(-c2ccc(C)cc2)ccc1-c1noc(-c2ccncc2)n1 | 0.16
OCCc1cn(-c2ccccc2)c2ccccc12 | 1.8
COc1ccc(N=C2SCC(c3ccc([N+](=O)[O-])cc3)=NN2CCO)cc1 | -0.51
Cc1ccc(COc2ccc3oc(C)c(C(=O)O)c3c2)cc1 | 0.25
CC(C)c1ccc(C2Oc3ccccc3C=C2[N+](=O)[O-])cc1 (stereo not given) | 0.94
O=C(O)c1cc(NCc2cccs2)ccc1N1CCOCC1 | 2.9
C/C(=N\Nc1ccc(S(=O)(=O)NCc2ccco2)cc1[N+](=O)[O-])c1ccc(F)cc1 | -0.3
COc1ccc(Cl)cc1S(=O)(=O)N1CCN(S(=O)(=O)c2cc(Cl)ccc2OC)CC1 | -1.3
Cn1c(=O)c2[nH]c(CN3CCOCC3)nc2n(C)c1=O | -2.3
COC(=O)C1=C(Nc2ccccc2NS(=O)(=O)c2cn(C)cn2)CSC1 | -4.7
CCOC(=O)c1c(NC(=O)CCC(=O)O)sc2c1CCC(C(C)(C)C)C2 (stereo not given) | -0.72
CC(C)(C)c1nc(Sc2ccc([N+](=O)[O-])cn2)n[nH]1 | 3.6
CC1=C(C(=O)OC2CCCCC2)C(c2ccccc2)C2=C(CCCC2=O)N1 (stereo not given) | -0.91
N/C(=N/OC(=O)c1ccc(Cl)cc1)c1ncc([N+](=O)[O-])s1 | -0.38
O=C1NN=C2CC34CCC12CC3=NNC4=O | 0.27
Cc1cc(S(N)(=O)=O)c(C)cc1Cl | -1.1
Cc1cc(NS(=O)(=O)c2ccc(NS(=O)(=O)c3ccc(F)cc3Cl)cc2)no1 | 1
O=C(O)/C=C/C(=O)NC1CCN(c2nccc(C(F)(F)F)n2)CC1 | -1.1
N#Cc1c(=N)nc2oc3ccccc3c3cc(-c4ccccc4)[nH]c1c23 | 0.72
CN1CCc2c(sc3c2C(=O)NC(c2cccc(OC(=O)c4cccs4)c2)N3)C1 (stereo not given) | -1.2
C=CCN1C(=O)C(O)(CC(=O)c2ccc(C(C)C)cc2)c2ccccc21 (stereo not given) | -1.5
CC(C)(C)OC(=O)NCCNC(=S)NCc1ccccc1 | -0.79
CCCCc1nc(N2CCC(C)CC2)c(C#N)c2c1COC(C)(C)C2 | -1.4
O=c1c2c([nH]n1-c1ccccc1)CCSC2 | -3.6
Cc1ccc(C2CC(C(F)(F)F)n3ncc(C(=O)NCc4cn(C)nc4C)c3N2)cc1 (stereo not given) | -0.66
O=C(NCCO)C(=O)NCc1ccccn1 | 1.2
CCS(=O)(=O)c1ccc(N2CCC(NC3CC(=O)N(c4ccc(F)cc4)C3=O)CC2)cc1 (stereo not given) | 0.58
COc1nc(C)ccc1-c1noc(-c2cccnc2)n1 | 1.8
CCOc1ccc(C2CC(c3ccc(F)cc3)Nc3nc(N)nn32)cc1 (stereo not given) | 1.2
O=C1NCN(c2ccccc2)C12CCN(CCCC(c1ccc(F)cc1)c1ccc(F)cc1)CC2 | -0.11
c1ccc2c(-c3csc(-c4ccc(-c5ccno5)s4)n3)csc2c1 | -1.4
COc1ccc(-n2ncc(NC(=O)NCc3ccccn3)c2C)cc1 | 0.99
Cc1ccc(CCC(=O)Nc2ccc(Br)cc2)o1 | -0.02
CCc1ccc(C(=O)CSc2nc3nc(C)cc(C)c3c(=O)[nH]2)cc1 | 0.63
O=C(Nc1c(Br)cc(Br)cc1C(=O)Nc1ccc(F)cc1)c1ccc([N+](=O)[O-])cc1 | 0.06
COC(=O)C1=C(C)Nc2nc3ccccc3n2C1c1ccccc1Cl (stereo not given) | 0.6
NC(=O)c1c(NC(=O)c2ccc(Br)cc2)sc2c1CCCC2 | -0.72
O=[N+]([O-])c1cc(/C=N/N2CCOCC2)cs1 | 0.07
CC(C)c1ccc(C(=O)CC2(O)C(=O)N(CC(N)=O)c3ccccc32)cc1 (stereo not given) | 1.9

In the list so far, these contain a Cl atom:
SMILES | Dicer processing
NC(=O)c1c(NC(=O)c2sc3cc(Cl)ccc3c2Cl)sc2c1CCC2 | 0.57
COc1ccc(Cl)cc1S(=O)(=O)N1CCN(S(=O)(=O)c2cc(Cl)ccc2OC)CC1 | -1.3
N/C(=N/OC(=O)c1ccc(Cl)cc1)c1ncc([N+](=O)[O-])s1 | -0.38
Cc1cc(S(N)(=O)=O)c(C)cc1Cl | -1.1
Cc1cc(NS(=O)(=O)c2ccc(NS(=O)(=O)c3ccc(F)cc3Cl)cc2)no1 | 1
COC(=O)C1=C(C)Nc2nc3ccccc3n2C1c1ccccc1Cl (stereo not given) | 0.6

The list continues.
SMILES | Dicer processing
NC(=O)NS(=O)(=O)c1ccc(N)cc1 | 1
O=C(Nc1cc(C(F)(F)F)ccc1Cl)C(=S)N1CCOCC1 | -0.41
Cc1c(C(=O)/C=C/N(C)C)nnn1-c1ccc(Cl)cc1C#N | -1.6
O=C(N1CCCCC1)N1c2ccccc2CC(N2CCCCC2)c2ccccc21 (stereo not given) | 2.1
CN(C)C=NC(=O)c1sc(S(C)(=O)=O)c2c1CCC=C2 | 0.53
N=C(N)SCc1ccccc1Cl | -0.65
CCN(C(=O)c1cnccc1C(F)(F)F)c1ccc(Cl)cc1Cl | -0.09
CCCCc1nc2sc3c(=O)[nH]cnc3c2c2c1CCCC2 | 0.99
CCCc1cnc(N2CCN(c3ncnc4scc(-c5ccccc5)c34)CC2)nc1 | -1.7
Cc1ccc(-c2noc(-c3cc(-c4ccccc4)c(C(F)(F)F)s3)n2)cc1 | 1.9
Cc1ccc(S(=O)(=O)N2CCN(C(=O)CSc3nc(C)cc(=O)[nH]3)C2)cc1 | -0.87
CSc1ccccc1NC(=O)c1sc2ccccc2c1Cl | -1.2
O=C(Cn1cc(C(=O)C2CCCCC2)c2ccccc21)Nc1ccccc1 | 0.27
CC(C)COC(=O)C1C2C=CC3(CN(Cc4cccs4)C(=O)C13)O2 (stereo not given) | -1.1
Cc1c(-n2c(=O)n(Cc3ccccc3)c(=O)c3[nH]cnc32)cccc1S(C)=O (stereo not given) | -1.3
CC(C)(C)NC(=S)NNC(=O)c1ccncc1 | -0.26
O=C1CC(N2CCSCC2)C(=O)N1c1cccc(Cl)c1 (stereo not given) | -1.2
O=C1OC(c2ccc(Cl)cc2)/C(=C(/O)c2ccccc2)C1=O (stereo not given) | -0.83
Cn1nnnc1SCCNCc1cccc(Br)c1 | 1.1
CCn1nc(C)c([N+](=O)[O-])c1C(=O)Nc1ccc(Cl)cc1 | 1.2
COc1cccc(N2CC(=O)Nc3c(sc4nc(C)cc(C)c34)C2=O)c1 | 1.5
CCOc1ccc2c(c1)C(=C1SC(C(=O)OC)=C(C(=O)OC)S1)C(=S)C(C)(C)N2 | 1.2
Cc1nc2c(C)cccn2c1C(=O)N/N=C/c1ccccc1[N+](=O)[O-] | -1.3
Cc1ccc(C2c3c(oc4ccc(C)cc4c3=O)C(=O)N2c2ccccn2)cc1 (stereo not given) | 1.4
CCOc1ccc(C2C(C(=O)OCc3ccccc3)=C(C)N=C3SCCC(=O)N32)cc1OCC (stereo not given) | 2.1
Cc1nn(-c2ccccc2)cc1/C=N/NC(=O)c1oc2nc(-c3cccs3)cc(-c3ccco3)c2c1N | -2.8
NC(/C=C/c1cc(C(F)(F)F)cc(C(F)(F)F)c1)=N\OC(=O)c1c(F)cccc1F | 0.87
CCNS(=O)(=O)c1ccc(-c2oc3cc(S(=O)(=O)NCC)ccc3c2Cl)cc1 | 0.79
CCOc1ccccc1C(c1c(C)[nH][nH]c1=O)c1c(C)[nH][nH]c1=O | -6.8
O=C(NNC(=O)c1snnc1-c1ccccc1)c1ccco1 | -1.7
Nc1ccc(Cl)c(-c2nc3cc(Cl)ccc3o2)c1 | 1.8
Cc1onc(-c2c(Cl)cccc2Cl)c1C(=O)N=S(C)(=O)c1ccc(C(F)(F)F)cn1 (stereo not given) | -1.5
O=C1c2oc3ccc(F)cc3c(=O)c2C(c2ccc(O)cc2)N1CCCN1CCOCC1 (stereo not given) | 2.1
c1ccc(C2CCCC(c3ccccc3)S2)cc1 (stereo not given) | 4.8*
Cn1[nH]c(=O)cc1C(=O)N/N=C/c1ccccc1 | 3.1*
CC(=O)/C(C#N)=C(\N)c1c(Cl)cccc1Cl | 0.22
CC(C)c1ccc(C2Sc3ccccc3N=C3c4ccccc4OCC32)cc1 (stereo not given) | -0.67
O=C(Oc1cccc2c1C(=O)C=CC2=O)c1ccccc1 | -1.7
Cc1c2occ(-c3ccccc3)c2cc2c1oc(=O)c1ccccc12 | 2.4
NS(=O)(=O)c1cccc(NC(=O)C2CCC2)c1 | 0.57

3 of these compounds in another layout.
CCOc1ccccc1C(c1c(C)[nH][nH]c1=O)c1c(C)[nH][nH]c1=O
  Dicer processing: -6.8

O=C(NNC(=O)c1snnc1-c1ccccc1)c1ccco1
  Dicer processing: -1.7

Nc1ccc(Cl)c(-c2nc3cc(Cl)ccc3o2)c1
  Dicer processing: 1.8

(more compounds)
SMILES | Dicer processing
CSc1nsc(SCC(=O)Nc2ncc(Br)s2)n1 | -0.26
O=C(NC(=O)N1CCCC1)c1ccc(Oc2ccc(Cl)cc2)c([N+](=O)[O-])c1 | -0.17
Cc1ccc(-c2nc(C)sc2CC(=O)O)cc1 | 0.53
Cc1cccc(NC(=S)Nc2ccccn2)c1 | 2.4
O=C(O)Cc1ccc(O)c(O)c1 | 0.96
CCOc1ccc(NC(=S)NC(Cc2ccccc2)c2ccccc2)cc1 (stereo not given) | -4.9
CCN(CC)c1ccc(C2NCC(c3ccc([N+](=O)[O-])cc3)O2)cc1 (stereo not given) | 1.6
Cn1cnc([N+](=O)[O-])c1SCc1csc2ccccc12 | -9.7
Cn1c(-c2ccc(Cl)cc2)c[nH]c1=S | 18
CC1=C(C(=O)Nc2ccc(C)cn2)C(c2ccc(Br)cc2)C2=C(CC(C)(C)CC2=O)N1 (stereo not given) | 0.5
O=C(O)c1ccc(CSCc2ccccc2)o1 | 0.43
CCOC(=O)C(=CNNC(=O)CCc1ccc(O)cc1)C(=O)OCC | -0.3
COCCN1C(=O)C(=O)/C(=C(\O)c2ccc(OC)cc2)C12C(=O)N(C)c1ccccc12 (stereo not given) | -0.25
Cc1cc(C)cc(NC(=O)Nc2c(Br)cnn2C)c1 | 0.41
CC(NCc1cc2ccccc2cc1O)C(=O)O (stereo not given) | -0.11
O=C(NCC1CCCO1)C1Sc2nnc(-c3ccccc3)n2NC1c1ccc(F)cc1 (stereo not given) | -0.07
Cc1cc2cc3c(C)cc(=O)oc3c(C)c2o1 | 34
O=C(O)C1C2C=CC(C2)C1C(=O)N1CCOCC1 (stereo not given) | -1.2
CCOC(=O)c1sc(SCC)c2c1CC(C)(C)CC2=O | 0.33
COC(=O)c1ccc(NC(C)C)c([N+](=O)[O-])c1 | -1.4

2 compounds picked at random from the list so far, as already listed:
SMILES | Dicer processing
Cc1cccc(NC(=S)Nc2ccccn2)c1 | 2.4
CCN(CC)c1ccc(C2NCC(c3ccc([N+](=O)[O-])cc3)O2)cc1 (stereo not given) | 1.6

Next part
SMILES | Dicer processing
O=C(O)CCSc1nnc(-c2ccc(Br)cc2)o1 | 1.7
O=c1c2cc(-c3ccccc3)sc2nc2n1N=C(c1ccccc1)CS2 | 63
O=C1/C(=C/c2ccccc2)COc2ccccc21 | 0.29
Fc1ccc(-c2csc3ncnc(N4CCN(c5ccccn5)CC4)c23)cc1 | 2.4
CC1C(c2ccccc2)OCCN1C(=S)Nc1ccc(S(=O)(=O)N2CCCCC2)cc1 (stereo not given) | 0.19
O=c1c(N2CCN(S(=O)(=O)c3ccc(F)cc3)CC2)coc2ccccc12 | -0.53
